# Bioassay records as filed in PubChem.
# PfM18AAP inh: blocks P. falciparum M18 aspartyl aminopeptidase. inhibition, % at 7.35 µM. 1.2% of 290,000 active. recombinant PfM18AAP, H-Glu-NHMec fluorogenic cleavage. AID 1822;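 active = inhibition above the campaign mean inhibition over all tested compounds plus 3 SD, cut at about 28% in these data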;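 note: 0% = plate median of test compound wells and 100% = 2 mM ZnCl2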
# GalR3 antagonist: blocks the human galanin receptor 3. O60755. HEK293 GalR3-CNG cAMP membrane potential fluorescence; galR3 body fused to GalR1 C-terminus. inhibition, % at 3 µM. 0.44% of 360,000 active. AID 651719;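 active = inhibition above the screen-wide average plus 3 SD, cut at about 13% in these data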;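 note: forskolin and galanin both at EC90 stimulate the cells; cAMP rise reported by CNG channel membrane potential dye signal; 0% = forskolin plus galanin with DMSO and 100% = forskolin alone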
# Target sequence (O60755 1-299 limits assumed): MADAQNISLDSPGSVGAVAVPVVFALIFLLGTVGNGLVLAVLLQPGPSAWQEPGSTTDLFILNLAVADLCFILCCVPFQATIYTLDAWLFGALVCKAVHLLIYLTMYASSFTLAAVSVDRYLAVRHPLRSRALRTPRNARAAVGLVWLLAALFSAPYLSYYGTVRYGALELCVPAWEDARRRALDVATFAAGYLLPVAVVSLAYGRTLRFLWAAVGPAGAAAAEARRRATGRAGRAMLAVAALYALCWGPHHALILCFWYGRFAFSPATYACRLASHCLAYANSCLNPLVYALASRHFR
# GPR7 antagonist: blocks human GPR7 receptor signaling. P48145. GPR7-expressing cells, fluorescence antagonist assay. inhibition, % at 4.4 µM. 1.1% of 290,000 active; in the data active = inhibition above about 16%, passing the limit was not always enough;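 note: cells stimulated with the agonist NPW; 0% = agonist with vehicle and 100% = vehicle without agonist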
# OXTR ag: human OXTR agonism; P30559; CHO-OTR cells, Fluo-8 calcium fluorescence; normalized: DMSO 0%, oxytocin 100%; activation, % at 3 µM; 0.32% of 320,000 active; AID 2435;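 active = activation above the mean of all tested compounds plus 3 SD, cutoff set per screening run, cut at about 20% in these data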;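 note: peak over basal fluorescence ratio from a 100 s FLIPR kinetic read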
# MEKK2wt PB1 HTS: raises or lowers MEK5 binding to wildtype human MEKK2 PB1 domain; Q9Y2U5; bead flow cytometry, Alexa488-MEK5 binding to MEKK2 WT; actives lie on both sides; 1.1% of 290,000 active; AID 1531; binding response (% of control), % at 10 µM; in the data active = binding response below about 67% or above about 130%
# MEKK2mut PB1 HTS: signal of MEK5 binding to mutant human MEKK2 PB1 domain. bead flow cytometry, Alexa488-MEK5 binding to MEKK2 mutant. percent response, % at 10 µM. 0.35% of 290,000 active; in the data active = percent response above about 24%, passing the limit was not always enough; note: inactives centre near 1; some results filed as inactive read as strong as hits
# V1R ag counter: V1a receptor agonism, counter-screen for OXTR agonists; P37288; CHO-V1R cells, Fluo-8 calcium fluorescence, agonist mode; 0% DMSO, 100% 3 nM vasopressin; activation, % at 3 µM; 0.25% of 320,000 active; AID 2797;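 active = activation above the mean activation of all tested compounds plus 3 SD, per screening run, cut at about 20% in these data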;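 note: signal is peak over basal fluorescence ratio across a 100 second FLIPR read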
# Target sequence (P37288 whole entry, looked up): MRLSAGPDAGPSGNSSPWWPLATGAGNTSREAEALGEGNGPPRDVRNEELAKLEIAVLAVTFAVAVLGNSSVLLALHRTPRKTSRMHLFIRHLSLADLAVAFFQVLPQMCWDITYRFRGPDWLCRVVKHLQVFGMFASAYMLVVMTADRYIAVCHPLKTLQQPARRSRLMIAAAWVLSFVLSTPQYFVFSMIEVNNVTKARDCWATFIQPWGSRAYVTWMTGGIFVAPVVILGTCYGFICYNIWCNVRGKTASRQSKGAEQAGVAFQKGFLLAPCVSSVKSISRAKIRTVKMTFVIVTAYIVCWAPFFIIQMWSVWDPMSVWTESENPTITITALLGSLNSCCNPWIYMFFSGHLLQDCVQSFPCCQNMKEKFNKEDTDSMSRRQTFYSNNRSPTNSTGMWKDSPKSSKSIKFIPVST
# OXTR potentiator: potentiators of human oxytocin receptor; CHO-OTR cells, Fluo-8 calcium fluorescence, potentiator mode; 0% = oxytocin EC15, 100% = EC100; activation, % at 3 µM; 0.061% of 320,000 active; AID 2445;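 active = activation above that plate's cutoff, the mean activation of tested compounds plus 3 SD, cut at about 6.6% in these data, passing the limit was not always enough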;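 note: 100% uses oxytocin at 75 nM as the full agonist control; some results filed as inactive read as strong as hits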
#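 Replication – single well per compound, singlicate · Assay system – CHO cell line stably expressing human OTR · Timing – 6 min pre-incubation, 100 s read · Measure – normalized max/min fluorescence ratio, % activation · Doses – 3.0 µM, one dose · Detection – Fluo-8 calcium dye fluorescence · Probe or stimulus – oxytocin near EC15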
# NALP1 inh: NALP1 inhibition; S. cerevisiae NALP1/ASC/caspase-1 growth, X-gal OD620, 72 h; inhibition, % at 10 µM; 0.61% of 280,000 active; AID 2071; in the data active = inhibition mostly above about 24%, no sharp cut-off; inactive = mostly below about 32%; note: some compounds called inactive have numbers as strong as hits
# Active calls of the source: *; . = not tested or not shown.
# A first look:
SMILES,PfM18AAP inh,GalR3 antagonist,GPR7 antagonist,OXTR ag,MEKK2wt PB1 HTS,MEKK2mut PB1 HTS,V1R ag counter,OXTR potentiator,NALP1 inh
O=C(NCc1ccc2c(c1)OCO2)C(=O)NCC1OCCN1S(=O)(=O)c1ccc(F)cc1 (stereo not drawn),-4.2,-4.9,-11.7,-1.3,102.0,6.0,1.1,-9.8,2.9
COc1ccc(S(=O)(=O)N(C)CC(=O)N2CCN(C)CC2)cc1Cl,6.3,-2.4,-11.7,0.0,105.0,9.0,0.1,1.1,5.2
COc1ccc(C(=O)Nc2ccccc2-c2nnn(CC(=O)NCc3ccco3)n2)cc1,-0.9,-3.6,-8.9,0.3,101.0,4.0,1.2,-3.7,23.5
COc1cccc(NC(=O)c2cc3ccccc3o/c2=N\O)c1,15.0,-4.3,0.3,0.1,104.0,4.0,0.7,-3.1,15.7
CN(C(=O)Cc1c(C(=O)O)n(C)c2ccccc12)c1ccc(F)cc1,-0.1,-2.6,-19.8,0.0,101.0,2.0,0.6,-11.5,3.7

# The whole of this part, from the first entry:
SMILES,PfM18AAP inh,GalR3 antagonist,GPR7 antagonist,OXTR ag,MEKK2wt PB1 HTS,MEKK2mut PB1 HTS,V1R ag counter,OXTR potentiator,NALP1 inh
O=C(NCc1ccc2c(c1)OCO2)C(=O)NCC1OCCN1S(=O)(=O)c1ccc(F)cc1 (stereo not drawn),-4.2,-4.9,-11.7,-1.3,102.0,6.0,1.1,-9.8,2.9
COc1ccc(S(=O)(=O)N(C)CC(=O)N2CCN(C)CC2)cc1Cl,6.3,-2.4,-11.7,0.0,105.0,9.0,0.1,1.1,5.2
COc1ccc(C(=O)Nc2ccccc2-c2nnn(CC(=O)NCc3ccco3)n2)cc1,-0.9,-3.6,-8.9,0.3,101.0,4.0,1.2,-3.7,23.5
COc1cccc(NC(=O)c2cc3ccccc3o/c2=N\O)c1,15.0,-4.3,0.3,0.1,104.0,4.0,0.7,-3.1,15.7
CN(C(=O)Cc1c(C(=O)O)n(C)c2ccccc12)c1ccc(F)cc1,-0.1,-2.6,-19.8,0.0,101.0,2.0,0.6,-11.5,3.7
COc1ccc(-c2nnn(CC(=O)N(Cc3ccccc3Cl)C(C(=O)NCC3CCCO3)c3ccco3)n2)cc1 (stereo not drawn),-1.0,-1.4,-9.5,2.1,102.0,-3.0,0.6,-6.3,-3.5
CCCCCc1ccc(C2=NNC(=O)CC2)cc1,2.9,-1.7,-4.0,-2.0,102.0,3.0,0.8,-11.9,14.4
CCCNc1nc(C)nc2c1cnn2CCc1ccccc1,5.5,-1.8,11.7,-1.9,103.0,1.0,0.0,-4.6,-13.2
O=C(NCCCN1CCOCC1)c1cccc(S(=O)(=O)Nc2ccc(F)cc2)c1,.,-0.4,.,-0.3,.,.,-0.1,1.7,.
CC(=O)Nc1ccc(S(=O)(=O)N2CCC(=O)Nc3ccccc32)cc1,3.0,-2.7,4.4,0.4,102.0,5.0,0.5,-3.3,12.9
C=CC(C)(C)c1c2occc2c(O)c2ccc(=O)oc12,.,-2.2,.,10.9,.,.,9.1,-10.9,.
CCc1cccc(CC)c1NC(=O)C[n+]1cccc(C(N)=O)c1,-15.0,-4.6,-18.0,0.2,96.0,-4.0,0.8,1.3,4.3
C/C(=N\Nc1ccc2nncn2n1)c1ccccn1,40.0*,-2.2,1.5,0.1,102.0,-2.0,0.0,-11.6,-24.8
COc1cc(CN2CCCC(CO)(Cc3cccc(Cl)c3)C2)cc(OC)c1O (stereo not drawn),13.5,-10.4,-8.9,1.4,110.0,8.0,1.2,-2.3,-9.8
COc1ccc(CNC(=O)CSc2nnc(NC(=O)c3ccccc3F)s2)cc1,5.3,-7.5,-9.1,-0.5,103.0,7.0,0.3,-6.2,10.2
Cc1ccc(C)c(OCc2nnc(NC(=O)c3ccco3)s2)c1,-6.7,-2.5,-7.5,1.5,103.0,3.0,0.2,-12.9,22.5
CC(C)(C)N1C(=O)c2ccccc2NC(=O)N1Cc1ccc(Br)cc1,3.9,0.4,-3.3,-1.0,104.0,4.0,-0.8,-6.2,16.1
O=C(CSc1nnc2ccccn12)Nc1ccccc1Cl,.,1.1,.,0.0,.,.,-0.2,-0.8,.
COc1ccc(CN(Cc2cc3cc(C)ccc3[nH]c2=O)C(=O)N(C)C)cc1,0.2,-3.1,-4.9,-1.7,110.0,2.0,-0.4,-21.8,2.4
COc1ccc(-n2nc3c(c2NC(=O)c2ccc4c(c2)OCO4)CS(=O)(=O)C3)cc1,25.2,-3.1,-7.5,0.8,99.0,0.0,1.4,0.4,25.8
C=CCn1cc(C(=O)c2cc(Br)ccc2O)cc(C#N)c1=O,-8.6,-1.2,-19.8,8.1,88.0,-19.0,6.0,-10.0,.
O=C(O)CCC(=O)N1CCC(C(=O)c2cccc(Cl)c2)CC1,0.4,-7.4,-9.3,0.6,99.0,3.0,0.0,-7.1,6.2
CCc1nnc(NS(=O)(=O)c2ccc(NC(=O)OC)cc2)s1,-6.2,-5.2,-10.1,-0.2,99.0,0.0,1.2,-7.9,6.1
CCc1ccc(CN(C)C(=O)c2ccc3c(c2)OCCO3)cc1,-7.2,-7.2,20.1,-0.1,96.0,2.0,1.1,-11.8,16.0
O=S(=O)(NCCNS(=O)(=O)c1ccccc1)c1ccccc1,-11.9,1.3,-17.6,0.1,94.0,-4.0,-0.7,3.7,-6.2
CC1CN(Cc2cc(=O)[nH]c(C(C)C)n2)CC(C)O1 (stereo not drawn),-12.7,-7.2,-16.1,1.9,105.0,0.0,-0.1,-6.0,28.0
O=C(c1ccc2c(c1)OCO2)N1CCN(c2ccccc2F)CC1,-1.1,0.1,2.8,-0.3,101.0,1.0,0.0,0.2,2.5
CC1(C)C(=O)OC(C(=O)c2ccccc2)C2(CCCCC2)C1=O (stereo not drawn),-1.9,-2.1,-1.1,-2.3,102.0,0.0,-1.4,3.4,30.5
O=C(CSc1nn(-c2ccc(F)cc2)c(=S)s1)NC1CCS(=O)(=O)C1 (stereo not drawn),-10.2,-2.7,-6.7,0.4,103.0,3.0,1.2,-3.4,-2.6
N#CC(=C1CCCC1)c1nc(-c2cc3ccccc3oc2=O)cs1,5.5,-7.8,-16.1,-0.4,94.0,-11.0,7.7,-3.7,-6.7
COc1ccc(CCNC(=O)c2cn(C)c3ccc(S(=O)(=O)N4CCOCC4)cc3c2=O)cc1OC,-4.7,3.8,-15.1,0.5,96.0,-2.0,1.5,2.1,0.1
CCn1c(SCc2c(F)cccc2Cl)nnc1-c1ccco1,-4.4,-3.1,-4.0,-0.5,.,.,0.6,-9.3,9.3
CCOc1ccc2c(c1)OC(c1ccccc1)(C(F)(F)F)NC2=O (stereo not drawn),1.3,-8.9,-3.2,-1.7,105.0,5.0,-0.7,-5.0,26.2
COc1ccc(S(=O)(=O)NC(C)C(=O)N2CCCC2)cc1Cl (stereo not drawn),-3.9,-8.4,0.0,.,97.0,-3.0,.,.,-2.5
O=C(Nc1ncccc1O)C1CCN(S(=O)(=O)c2ccc3ccccc3c2)CC1,.,-2.5,.,0.1,.,.,0.6,-14.2,.
COc1cc(Cl)cc(C(=O)O)c1OCC(=O)O,-2.9,-5.1,-0.6,-0.3,95.0,-5.0,0.0,-8.5,3.8
Cc1ccc(CC(CC(=O)O)C(=O)NC2CCCCC2)cc1 (stereo not drawn),-4.5,-5.7,-0.1,1.7,98.0,3.0,1.3,-1.4,0.3
CCOC(=O)c1ccc(Oc2nc(SC)nc(N(C)C)n2)cc1,2.1,-4.0,-8.9,-1.7,86.0,-12.0,1.0,-14.3,12.3
FC(F)(F)c1ccccc1Nc1nccs1,-6.6,-2.2,-5.7,-0.2,112.0,13.0,0.5,-7.7,-15.7
O=C(Nc1ccc(Cl)cc1F)c1cccc2ccccc12,0.4,-5.4,-14.8,-1.9,99.0,8.0,-0.4,-9.9,8.7
C/C(=N\N=C(/N)SC1CC(=O)N(c2cccc(Cl)c2)C1=O)c1cccs1 (stereo not drawn),-0.9,-2.8,14.0,11.4,.,.,9.5,-13.6,-3.5
CC1=C([N+](=O)[O-])C(c2ccc3c(c2)OCO3)N(C)C(=O)N1C (stereo not drawn),7.8,-8.1,-16.2,0.2,100.0,1.0,-0.9,-11.9,3.1
O=C(CN(Cc1ccco1)C(=O)CNS(=O)(=O)c1ccc(F)cc1)NCc1ccco1,-1.6,-9.0,-18.1,-0.7,96.0,-2.0,-0.5,-5.0,2.4
Cc1ccc2[nH]c(O)c(N=NC(=O)C3CC3c3ccccc3)c2c1Br (stereo not drawn),-10.4,1.3,-0.7,0.9,116.0,10.0,-0.8,-2.4,16.1
Cc1ccccc1CN1CCN(C(C)C(=O)NNC(=O)c2ccc(F)cc2)CC1 (stereo not drawn),.,-1.8,.,0.1,.,.,-0.6,-4.5,.
CC(C)(C)CC(=O)Nc1ccc(-c2nnc3n2CCCCC3)cc1,-8.8,-11.4,13.2,0.7,100.0,-1.0,0.3,-10.8,12.5
CCn1c(/C(C#N)=N/O)nc2ccccc21,8.5,-2.9,-9.4,-1.7,100.0,2.0,-0.2,-2.3,18.4
COc1ccc(OC)c(NC(=O)COC(=O)CCS(=O)(=O)c2ccc(Cl)cc2)c1,.,-4.2,.,0.6,.,.,0.6,-3.7,.
Cc1csc(N2CCCC2=O)n1,2.9,0.8,-1.8,-0.6,94.0,-1.0,0.2,-5.3,1.0
Cc1cc(C)c(C)c(S(=O)(=O)Nc2ccc3cn[nH]c3c2)c1C,.,-0.9,.,8.7,.,.,5.4,-7.4,.
Cc1c(C(=O)Nc2c(F)cc(F)cc2Br)sc2ncn(CC(=O)N3CCCC3)c(=O)c12,4.2,-4.9,11.9,0.5,91.0,-5.0,2.3,-8.9,12.1
CC(=O)Nc1ccc(NS(=O)(=O)c2ccc(C)cc2)cc1[N+](=O)[O-],2.7,-4.4,-4.8,1.7,101.0,1.0,2.0,-3.2,9.9
CC(SCC(=O)NC(C)C1CC2CCC1C2)C(=O)O (stereo not drawn),-5.7,1.1,13.2,-0.9,95.0,-3.0,-0.1,-8.2,21.1
COc1ccc(C2=NO[C@@H]3C(=O)N(c4c(C)cccc4C)C(=O)[C@H]23)cc1OC,-15.1,7.4,-7.6,8.4,97.0,-1.0,8.0,-21.9,-4.3
Cc1cc(C)cc(N(C(=O)c2ccccn2)C(C(=O)NC2CCCCC2)c2cccs2)c1 (stereo not drawn),-7.5,2.4,-4.9,-1.3,92.0,1.0,3.0,-2.8,-3.0
Cc1cc(N/N=C/c2ccccc2)nc(N2CCOCC2)n1,-18.4,-0.2,-5.8,-2.3,101.0,0.0,-1.1,-7.7,22.1
